NPR2 activator: GC-B (human) receptor activation; AID 1920062; P20594; 370,000 compounds, 0.11% hits; activation, % at 10 µM; HEK293-GC-B cells, CNP EC30, cGMP TR-FRET; 0% at EC30 CNP, 100% saturating CNP;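 active = activation at 10 µM reaching about 35% in either raw or pattern-adjusted values, limit read from the data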
PG9 Ab binder: small molecules binding HIV-1 gp120 antibody PG9; TR-FRET gp120-PG9 antibody binding; inhibition, % at 6.7 µM; 360,000 compounds, 0.43% hits; AID 624416; in the data active = inhibition above about 8.5%
ARFGAP1 inh: rat ARFGAP1 inhibition | Q62848 | Arfgap1-stimulated ARF1 GTP hydrolysis, GDP FP detection | inhibition, % at 16.5 µM | 360,000 compounds, 0.26% hits;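 active = inhibition above a per-plate limit, mean inhibition of low control wells plus 3 SD, cut at about 25% in these data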;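 also: 0% = DMSO wells with enzyme and 100% = wells lacking Arfgap1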
Target sequence (Q62848 1-136 limits assumed): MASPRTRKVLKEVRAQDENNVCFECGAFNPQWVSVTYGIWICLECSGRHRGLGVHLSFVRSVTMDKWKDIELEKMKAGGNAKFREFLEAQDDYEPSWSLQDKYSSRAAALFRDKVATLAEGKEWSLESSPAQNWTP
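Assay system: purified rat His6-Arfgap1 residues 1-136 (GAP domain); Reagent: human Δ17 ARF1 bound to GTP; Dosing: 16.5 µM single point, 1.26% DMSO; Times: GTP hydrolysis reaction 2 h at 25 °C; Signal: FP, GDP Alexa 633 tracer displaced from anti-GDP antibody, 620/688 nm; Measure: % inhibition from polarization.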
GC-A act: GC-A (human) enzyme activation; P16066; HEK293 GC-A cells, cGMP TR-FRET, EC30 ANP; 0% at EC30 ANP, 100% saturating ANP; activation, % at 10 µM; 370,000 compounds, 0.14% hits; AID 1671463; in the data active = activation above about 40%
Rev-erbA mod: modulates human Rev-erb alpha binding to DNA. P20393. 370,000 compounds, 0.79% hits. Rev-erbα–FITC-DNA binding, fluorescence polarization, 90 min. AID 1259318. activity, % at 10 µM;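 active = activity above about 14%, limit read from the data; passing the limit was not always enough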;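 also: 0% = DMSO wells with 35 nM protein and 100% = DMSO wells with 750 nM protein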
SMARCA2 act: activators of SMARCA2 function | AID 652017 | activation, % at 9.1 µM | MG213 cells, MMTV-luciferase reporter, dexamethasone, overnight | 370,000 compounds, 1% hits; in the data active = activation above about 7.8%;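 also: 0% = vehicle wells and 100% = reference activator wells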
mABHD4 FP: inhibits mouse alpha/beta hydrolase domain 4 | Q8VD66 | purified mABHD4, FP-Rh probe fluorescence polarization | inhibition, % at 8.92 µM | 370,000 compounds, 0.54% hits | AID 720543;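 active = inhibition exceeding the mean over every tested compound plus 3 SD, cut at about 30% in these data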;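 also: 0% = plate median of compound wells and 100% = S159A mutant with DMSO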
Target sequence (Q8VD66 whole entry, looked up, the tested form may be a part): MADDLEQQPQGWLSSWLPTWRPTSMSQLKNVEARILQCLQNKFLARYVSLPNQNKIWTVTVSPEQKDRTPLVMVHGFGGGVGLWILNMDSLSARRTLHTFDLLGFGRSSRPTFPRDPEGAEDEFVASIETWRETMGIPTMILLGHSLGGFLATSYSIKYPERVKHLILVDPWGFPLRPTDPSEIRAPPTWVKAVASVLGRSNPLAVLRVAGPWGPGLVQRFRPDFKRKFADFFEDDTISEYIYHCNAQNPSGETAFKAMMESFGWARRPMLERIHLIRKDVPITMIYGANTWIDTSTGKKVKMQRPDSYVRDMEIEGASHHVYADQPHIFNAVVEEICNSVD
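system = mouse ABHD4 enzyme, wild type | medium = HEPES pH 7.0, NaCl, Pluronic buffer | also added = FP-Rh probe | incubation = Enzyme–compound pre-incubation 45 min, then probe 60 min, both 25 °C | technique = fluorescence polarization, excitation 525 nm, emission 598 nm, BODIPY TMR filters | controls = S159A mutant high control, sample median low control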
rCAG RNA binder: molecules binding r(CAG) RNA repeats; r(CAG) RNA repeat, TO-PRO-1 dye displacement fluorescence; inhibition, % at 3 µM; 370,000 compounds, 1.3% hits; AID 651821;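 active = inhibition above the plate cutoff, the mean of all test compounds on that plate plus 3 SD, cut at about 35% in these data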;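 also: 0% = DMSO alone and 100% = 100 µM mitoxantrone as full dye displacement; higher means more dye released from RNA so lower well fluorescence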
ASAP1 GAP inh: inhibitors of human ASAP1 ArfGAP activity. AID 624377. 360,000 compounds, 0.19% hits. inhibition, % at 16.5 µM. ASAP1-stimulated ARF1 GTP hydrolysis, GDP FP detection. Q9ULH1; in the data active = inhibition above about 25%;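 also: 0% = vehicle with enzyme and substrate and 100% = no enzyme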
HTRA1 inh: blocks human HTRA1 serine peptidase | recombinant HTRA1, FP-rhodamine activity-based probe, fluorescence polarization | inhibition, % at 5.96 µM | 340,000 compounds, 0.5% hits | Q92743 | AID 504803; in the data active = inhibition above about 36%;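 also: 0% = enzyme with DMSO and 100% = wells lacking enzyme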
Target sequence (Q92743 whole entry, looked up): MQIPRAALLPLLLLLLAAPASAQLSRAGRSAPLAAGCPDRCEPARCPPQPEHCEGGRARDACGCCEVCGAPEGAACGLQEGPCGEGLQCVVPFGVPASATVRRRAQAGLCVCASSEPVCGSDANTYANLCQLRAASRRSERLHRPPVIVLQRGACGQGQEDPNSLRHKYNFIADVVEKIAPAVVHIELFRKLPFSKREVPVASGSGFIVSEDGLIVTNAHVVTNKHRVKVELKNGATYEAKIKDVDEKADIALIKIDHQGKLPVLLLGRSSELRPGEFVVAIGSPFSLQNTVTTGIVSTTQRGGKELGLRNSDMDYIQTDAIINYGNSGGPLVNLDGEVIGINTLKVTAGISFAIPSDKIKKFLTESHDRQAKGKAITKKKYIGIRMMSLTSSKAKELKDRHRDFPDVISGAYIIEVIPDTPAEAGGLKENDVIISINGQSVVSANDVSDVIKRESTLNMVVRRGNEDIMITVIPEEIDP
* marks the source's active call; other numbers are inactive results; x = no result given.

SMILES | NPR2 activator | PG9 Ab binder | ARFGAP1 inh | GC-A act | Rev-erbA mod | SMARCA2 act | mABHD4 FP | rCAG RNA binder | ASAP1 GAP inh | HTRA1 inh
COc1ccc(CNS(=O)(=O)c2ccc(C3CNC(=O)C3)cc2)cc1 (configuration not stated) | 0 | 0.2 | 10 | -1 | 8 | -4 | 2 | -2 | -4 | -6
CSCCCN1CCCC(CO)(Cc2ccc(F)cc2)C1 (configuration not stated) | -1 | -0.1 | -18 | -5 | -6 | -2 | -7 | -3 | -8 | -3
N/C(=N\OS(=O)(=O)c1ccc(Cl)cc1)c1cccnc1 | 5 | -1.1 | 6 | 0 | -5 | 6 | -6 | 1 | -2 | 8
CC(C)(C)N(Cc1ccccc1)C(=O)CSc1ncn[nH]1 | -3 | 3.2 | 4 | 0 | 2 | -4 | -2 | 2 | 1 | -2
CCc1nc(SCC(=O)Nc2ccccc2C)n[nH]1 | -1 | -1.2 | 5 | -3 | -1 | -2 | -14 | 4 | -12 | 0
COc1cccc(C2=CC(=O)CC(C)(C)C2)n1 | -4 | 0.5 | -8 | 0 | -1 | -1 | 5 | -2 | -1 | 1
Cn1c(CNC2CCCCC2)c(C#N)c2ccccc21 | 4 | 3.0 | 5 | 2 | -3 | -3 | 2 | -4 | 6 | -5
O=C(Cn1cncn1)c1ccc(Cl)cc1 | 0 | -3.1 | 1 | -3 | 5 | -1 | 4 | 3 | -7 | 6
O=S(=O)(c1ccc(F)cc1)N1CCCC(CO)C1 (configuration not stated) | 10 | 0.7 | -1 | 3 | 3 | 0 | 4 | -1 | -11 | 3
COc1ccccc1NC(=O)c1cc(N)cc(C(=O)Nc2ccccc2OC)c1 | 4 | 1.0 | 0 | -5 | 6 | -1 | -3 | 3 | 2 | -13
C=C(C)C(=O)Nc1cccc(C2=NOC3(C2)C[C@@H](C(N)=O)N(C(=O)C(=C)C)C3)c1 (some centres not stated) | 4 | -3.0 | -1 | 4 | -23 | 0 | -7 | 0 | 8 | -9
CCN(CC)C(=O)Sc1cccc2cccnc12 | 6 | -0.1 | 7 | -3 | 8 | 1 | 1 | -5 | -12 | 4
CCOc1ccc(Cl)cc1CNc1nnnn1CC | -4 | 0.4 | -9 | -5 | -6 | 2 | 4 | 12 | -7 | -1
COc1cc2c(cc1OC)CN(Cc1ccc(C)cc1)CC2 | -2 | -0.1 | 11 | 1 | -4 | -1 | 1 | 0 | -6 | -4
CCOC(=O)c1ccc(NC(=O)C(CC)CC)cc1 | -1 | -0.6 | 7 | 2 | -2 | 4 | -3 | -2 | 3 | -10
CCOc1ccc(Br)cc1C1C(C(=O)OC)=C(N)Oc2cc(N(C)C)ccc21 (configuration not stated) | -7 | 0.2 | 14 | -12 | 2 | 2 | -45 | 4 | 10 | -13
COc1cc(NC(=O)c2cc(C)no2)c(OC)cc1Cl | 0 | -2.6 | -8 | -2 | -3 | 0 | -3 | 1 | 13 | -5
CCCCOc1ccc(C(=O)N2CC(C)OC(C)C2)cc1 (configuration not stated) | 8 | 0.6 | -17 | 1 | -2 | -3 | 2 | -6 | -12 | 8
COc1ccccc1OCc1cc(C(=O)N(C)CCC2CCOCC2)no1 | 4 | -1.1 | -2 | 2 | -4 | 7 | 7 | 0 | -14 | -3
COc1cccc(-n2ccn(CC(=O)NCCc3ccccc3)c(=O)c2=O)c1 | 4 | -1.9 | 3 | 3 | 1 | -2 | 1 | -1 | 5 | 1
O=C(c1ccc(F)cc1)N1CCC2(CC1)NCCc1[nH]cnc12 | 5 | -0.6 | -6 | -2 | -2 | -2 | -3 | 0 | 12 | 4
COc1cccc(CNC(=O)c2ccc(NC(=O)C3CCCO3)cc2)c1 (configuration not stated) | 1 | -0.9 | 2 | -1 | 1 | 5 | 6 | -2 | -3 | 9
CCOc1ccc(NC(=S)NS(=O)(=O)c2cc(Br)ccc2OCC)cc1 | -4 | -0.6 | -2 | 2 | 2 | 0 | 2 | 10 | 1 | x
CC(C)(C)c1ccc(/C=N/OCC(=O)NCc2ccc(F)cc2)cc1 | -6 | -2.4 | -9 | -6 | 7 | -5 | -13 | 0 | 5 | -37
COCCn1cc(C(=O)c2ccccc2OCC(=O)Nc2cc(C)on2)cc(C#N)c1=O | 6 | -1.9 | 2 | 5 | -4 | -1 | -17 | 2 | -8 | 1
COc1ccc(N2CCN(CCNS(=O)(=O)c3cccs3)CC2)cc1 | -1 | x | x | 0 | -5 | -3 | 7 | 0 | x | x
CCOC(=O)[C@]12CCCC=C1N(Cc1ccco1)C(=O)[C@H](CC(=O)NCCC(C)C)C2 | 0 | -0.7 | -2 | -4 | 2 | -4 | 5 | -2 | -1 | x
COc1ccccc1CN(Cc1cc2cc(C)cc(C)c2[nH]c1=O)Cc1nnnn1CC1CCCO1 (configuration not stated) | 0 | 0.7 | -4 | -7 | 1 | 1 | 2 | -6 | 4 | -6
NC(=O)C1CC=CCC1C(=O)OCC(Cl)=C(Cl)Cl (configuration not stated) | 2 | 1.2 | -8 | -1 | -2 | 1 | -3 | 4 | -7 | 5
Cc1ccc(NS(=O)(=O)c2ccc(OCC(=O)N3CCOCC3)cc2)cc1 | -1 | -0.6 | -4 | 2 | 0 | -3 | -1 | 2 | 7 | -4
COc1ccccc1NC(=S)NC(=O)Cc1ccccc1 | -2 | 0.9 | -8 | 4 | 2 | -2 | -8 | -3 | -5 | x
CN(Cc1c(C(=O)N/N=C/c2c(F)cccc2Cl)nnn1-c1nonc1N)C1CCCCC1 | 8 | 3.1 | 14 | 0 | -4 | -2 | 6 | 4 | -11 | 6
O=C(NCCc1ccccc1)C1CCC(=O)N(CCCN2CCCC2=O)C1 (configuration not stated) | 7 | -3.6 | -3 | -3 | -2 | -1 | 0 | 0 | -1 | -2
CCN(Cc1ccccc1)C(=O)c1ccc(N(C)S(=O)(=O)c2ccc(C)cc2)cc1 | -3 | -1.6 | -12 | 3 | -3 | -4 | -13 | -4 | 11 | -13
O=C(C1CCC1)N1CCCc2cc(S(=O)(=O)N3CCN(c4ccccc4)CC3)ccc21 | 0 | 1.3 | -3 | -1 | -3 | 0 | -2 | 0 | -3 | -6
Cc1ccc(F)cc1C(=O)N1CCCC(c2cc(C(=O)NCc3ccc(F)cc3)no2)C1 (configuration not stated) | 4 | -1.4 | 10 | 4 | -2 | -8 | 4 | 2 | 2 | x
CCS(=O)(=O)c1ccc2oc(Nc3cc(C)cc(C)c3)nc2c1 | 8 | 1.6 | 16 | 5 | -5 | 0 | -12 | 11 | 4 | -21
COC(=O)c1ccc(NC(=S)Nc2ccc(O)cc2)cc1 | 0 | -1.6 | 4 | 1 | 2 | -2 | 25 | 1 | 1 | 7
CC1(C)CC(=O)C2=C(C1)N(N1CCOCC1)C(N)=C(C#N)C2c1cccnc1 (configuration not stated) | 1 | 0.8 | -4 | -1 | 3 | 1 | 10 | -2 | 0 | -3
COCCNC(=O)c1c[nH]c2ccc(S(=O)(=O)N3CCC4(CC3)OCCO4)cc2c1=O | 4 | 0.8 | -9 | 0 | -1 | -4 | 0 | 2 | -6 | -1
CCn1nc(NC(=O)c2ccncc2)c2cc3ccc(C)cc3nc21 | -2 | -9.7 | 7 | 0 | 2 | -2 | -5 | -1 | 25* | -31
Cc1ccc(NC(=O)C(C)Sc2nnc3ccccn23)cc1 (configuration not stated) | -4 | 0.5 | -12 | 0 | -1 | -2 | -5 | -1 | -14 | -4
CCOCCOC(=O)C(C)Sc1n[nH]c(=O)[nH]c1=O (configuration not stated) | 1 | -1.0 | -1 | -2 | 2 | 1 | 1 | 2 | -14 | 4
CCCn1c(Oc2ccccc2)nc2c1c(=O)n(C)c(=O)n2C | -2 | 1.1 | -4 | 0 | 2 | 0 | -1 | -10 | -7 | -1
CCOC(=O)c1c(C)c(C(=O)NCc2ccc(OC)cc2)c(C)n1C | 3 | 0.8 | -4 | 3 | -9 | 0 | 3 | 0 | -1 | -7

Reprinted from the part before: three entries, then new ones.
SMILES | NPR2 activator | PG9 Ab binder | ARFGAP1 inh | GC-A act | Rev-erbA mod | SMARCA2 act | mABHD4 FP | rCAG RNA binder | ASAP1 GAP inh | HTRA1 inh
CCOCCOC(=O)C(C)Sc1n[nH]c(=O)[nH]c1=O (configuration not stated) | 1 | -1.0 | -1 | -2 | 2 | 1 | 1 | 2 | -14 | 4
CCCn1c(Oc2ccccc2)nc2c1c(=O)n(C)c(=O)n2C | -2 | 1.1 | -4 | 0 | 2 | 0 | -1 | -10 | -7 | -1
CCOC(=O)c1c(C)c(C(=O)NCc2ccc(OC)cc2)c(C)n1C | 3 | 0.8 | -4 | 3 | -9 | 0 | 3 | 0 | -1 | -7
CCOC=C1C(=O)N(C(C)=O)c2cc(OC)c(OC)cc21 | 1 | -1.0 | -8 | -1 | -4 | -1 | -1 | -1 | -6 | 2
COc1ccc(S(=O)(=O)N(CC(=O)NCCCN(C)C)c2ccc(C)cc2)cc1OC | 5 | -0.5 | 3 | 1 | -3 | 1 | -1 | 1 | -1 | -1
CCN(CC(=O)NCc1ccc(Cl)cc1)S(=O)(=O)c1ccc(F)cc1 | 0 | -1.0 | 2 | 3 | -3 | -2 | -1 | -1 | -8 | -5
O=C(CN(Cc1ccccc1)S(=O)(=O)c1ccccc1)NC1CC1 | -5 | -0.3 | 2 | -1 | 2 | -2 | 7 | -5 | -22 | -2
COc1cc(CNCCN(C)C)c(Br)cc1OC1CCCC1 | 1 | 0.3 | 2 | 1 | -4 | -3 | -2 | -5 | 7 | 10
CN(C(=O)CSC1=NCCS1)c1ccccc1 | -4 | -2.5 | -1 | 0 | 6 | 2 | 6 | -1 | -1 | 1
O=C(Nc1ccc(Cl)c(Cl)c1)c1csc(-c2ccccc2)n1 | -1 | -2.6 | 2 | 0 | 1 | -4 | -5 | 0 | 2 | -4
CC(C)C(NC(=O)c1ccccc1F)C(=O)OCC(=O)c1ccc(F)cc1 (configuration not stated) | -3 | -1.0 | -4 | 1 | -4 | 3 | -3 | -7 | -1 | -2
COc1ccc2oc(=O)c(C(=O)NC(C)c3ccccc3)cc2c1 (configuration not stated) | 0 | 0.8 | -2 | -2 | 3 | -1 | -1 | -3 | 2 | -10
CCC1C/C(=C/c2cccs2)C(=O)/C(=C/c2cccs2)C1 (configuration not stated) | 0 | -2.1 | 13 | -3 | -3 | -3 | -6 | 22 | 5 | -32
CC(=O)NC(C)(c1ccccc1)c1nc(-c2cnc3ccccc3c2)cs1 (configuration not stated) | -3 | 0.0 | -7 | -2 | 9 | 0 | -7 | 2 | -13 | x
C/C(=N\NC(=O)NC1CCCCC1)c1ccc(Cl)s1 | 1 | 0.1 | -4 | 0 | -3 | 2 | 1 | 1 | 0 | 1
C=C(CN(C)C)C(=O)c1cc(C)ccc1C | 3 | 1.4 | -10 | 14 | 4 | -12 | 5 | 0 | 9 | -3
C=CCn1c(SCC(=O)Nc2ccc3c(c2)CCC3)nc2ccccc2c1=O | 5 | 0.8 | -1 | 0 | -4 | 0 | -10 | 4 | -11 | 0

This is a random part of the collection. About 4.4% of those tested had a hit in this group.
